KDM4E inh: qHTS Assay for Inhibitors of Human Jumonji Domain Containing 2E (JMJD2E); 230,000 tested, 1.6% active; JMJD2E catalytic domain, FDH-coupled NADH fluorescence (FDH is formaldehyde dehydrogenase); Potency, µM (highest dose often 57.1 µM), inactives show at the top dose activity change, negative = inhibition, usual class: inhibitors; active means well fitted inhibition curve with a large enough effect, not every such curve was filed as active; inconclusive means small, poorly fitted or top-dose-only effect, or another doubt; inactive means no such curve, though single readings can be large or run the other way;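 further: 0% = wells with enzyme and -100% = buffer wells without enzyme; nearly all actives have a fitted effect of over 50% in size; many of its hits are not listed in these tables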
Target sequence (B2RXH2 1-337 limits assumed): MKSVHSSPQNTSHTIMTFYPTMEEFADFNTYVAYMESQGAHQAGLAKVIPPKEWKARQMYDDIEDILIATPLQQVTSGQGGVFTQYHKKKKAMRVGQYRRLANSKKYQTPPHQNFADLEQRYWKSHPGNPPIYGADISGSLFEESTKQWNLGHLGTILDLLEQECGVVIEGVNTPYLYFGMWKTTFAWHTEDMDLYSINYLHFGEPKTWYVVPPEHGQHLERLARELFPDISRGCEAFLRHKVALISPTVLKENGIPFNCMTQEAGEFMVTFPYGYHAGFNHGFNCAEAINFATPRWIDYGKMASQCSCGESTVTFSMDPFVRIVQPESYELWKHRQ
HTT aggregate: qHTS Multiplex Assay to Identify Dual Action Probes in a Cell Model of Huntington: Aggregate Formation (GFP); Potency, µM (doses to about 46.1 µM), for the others: at the highest dose activity change, negative = inhibition, hits mostly inhibitors; 220,000 tested, 1.1% active; PC12 HttQ103-GFP aggregates, Acumen cytometry, 40 h; further: on the % scale 0 is the no-effect control and ±100 the full control effect; nearly all actives have a fitted effect of over 60% in size
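Quantitative HTS on tebufenozide-induced (100 nM) PC12 cells stably expressing polyQ103 Huntingtin exon 1–GFP. Reduction of bright GFP aggregates, detected by laser scanning cytometry after lysis, identified actives across the titration.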
HTT cytoprotect: qHTS Multiplex Assay to Identify Dual Action Probes in a Cell Model of Huntington: Cytoprotection (ATP); PC12 HTT-Q103 induced, cytoprotection, ATP luminescence, 40 h; AID 1471, 2008; 230,000 tested, 0.14% active; Potency, µM (highest dose often 56.4 µM), for the others: cytoprotection (ATP increase), hits mostly activators;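 further: % of control where 0% means no effect; nearly all actives have a fitted effect of over 45% in size; toxic huntingtin expression switched on by the ecdysone agonist tebufenozide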
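Quantitative HTS on tebufenozide-induced (100 nM) PC12 cells expressing HTTQ103 exon 1–GFP; compounds tested as a concentration series; survival measured via cellular ATP.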
ALDH1A1 block: qHTS Assay for Inhibitors of Aldehyde Dehydrogenase 1 (ALDH1A1). Aldehyde dehydrogenase 1A1 (Homo sapiens), P00352. Purified ALDH1A1, NADH fluorescence, propionaldehyde substrate. Potency, µM (titrated, usually from 75.3 µM), for the others: top-dose activity, negative = inhibition, usual class: inhibitors. 220,000 tested, 7.3% active; active means well fitted inhibition curve with a large enough effect, not every such curve was filed as active; inconclusive means small, poorly fitted or top-dose-only effect, or another doubt; inactive means no such curve, though single readings can be large or run the other way;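 further: plate controls were no enzyme wells and a reference inhibitor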
Target sequence (P00352 whole entry, looked up): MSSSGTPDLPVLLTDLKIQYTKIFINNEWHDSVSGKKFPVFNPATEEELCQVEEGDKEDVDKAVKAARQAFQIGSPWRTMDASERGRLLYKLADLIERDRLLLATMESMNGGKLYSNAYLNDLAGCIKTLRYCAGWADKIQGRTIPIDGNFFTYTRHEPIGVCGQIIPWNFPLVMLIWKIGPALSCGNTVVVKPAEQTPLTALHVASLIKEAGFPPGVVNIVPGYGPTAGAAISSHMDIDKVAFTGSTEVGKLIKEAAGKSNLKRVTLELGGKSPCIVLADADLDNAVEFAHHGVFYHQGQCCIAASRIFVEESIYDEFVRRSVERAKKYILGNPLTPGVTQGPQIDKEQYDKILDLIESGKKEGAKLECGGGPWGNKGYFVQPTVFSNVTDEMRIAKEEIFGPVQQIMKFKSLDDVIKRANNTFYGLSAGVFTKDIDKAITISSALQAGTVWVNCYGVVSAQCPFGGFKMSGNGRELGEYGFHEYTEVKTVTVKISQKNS
Tau FP inhib: qHTS for Inhibitors of Tau Fibril Formation, Fluorescence Polarization; 280,000 tested, 0.39% active; Microtubule-associated protein tau (Homo sapiens), P10636; Potency, µM (series often up to 57.7 µM), for the others: at the highest dose activity, negative = inhibition, hits mostly inhibitors; K18 P301L tau heparin fibrillization, Alexa594 FP, 6 h; further: on the % scale 0 is the no-effect control and ±100 the full control effect; nearly all actives have a fitted effect of over 55% in size
Target sequence (P10636 561-689 P618L limits assumed): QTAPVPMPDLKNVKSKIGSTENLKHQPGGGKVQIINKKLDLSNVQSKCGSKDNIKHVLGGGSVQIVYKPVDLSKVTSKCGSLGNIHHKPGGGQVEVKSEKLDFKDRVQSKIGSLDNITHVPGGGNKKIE
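Human K18 P301L fragment (15 uM unlabeled plus 0.24 uM Alexa 594-labeled) in 100 mM sodium acetate pH 7 with compound, aggregation induced by 20 uM heparin for 6 hr at 37 C. ThT (30 uM) added for 1 hr, then Alexa 594 FP read.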
Tau fluor counter: Counterscreen qHTS for Inhibitors of Tau Fibril Formation, Fluorescence Polarization; tau K18 P301L Alexa594 fluorescence, heparin fibrillization; Potency, µM (top dose mostly 57.7 µM), for inactives: at the highest dose activity change, negative = decrease; 280,000 tested, 0.93% active; AID 1463, 2008; further: on the % scale 0 is the no-effect control and ±100 the full control effect; nearly all actives have a fitted effect of over 55% in size
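Human K18 P301L tau (15 uM unlabeled plus 0.24 uM Alexa 594-labeled, final) in 100 mM sodium acetate pH 7 was mixed with compound and 20 uM heparin and incubated 6 hr at 37 C.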
SMN2 splice enh: qHTS Assay for Enhancers of SMN2 Splice Variant Expression | 210,000 tested, 2.8% active | Potency, µM (top dose mostly 46.1 µM), without a hit: at the top dose activity change, positive = activation, hits mostly activators | HEK293 SMN2-luciferase splicing reporter, luminescence, 30-36 h; further: % of control where 0% means no effect; nearly all actives have a fitted effect of over 55% in size
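HEK293 cells carry an SMN2 minigene-luciferase reporter in which exon 7 inclusion puts luciferase in frame. Cells were seeded at 2000 cells/well, attached for 10-12 hours, then exposed to compounds for 30-36 hours at 37C before ONE-Glo luminescence.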
Tau fibril ThT: qHTS for Inhibitors of Tau Fibril Formation, Thioflavin T Binding. recombinant tau K18 P301L, heparin-induced fibrillization, ThT fluorescence. Microtubule-associated protein tau (Homo sapiens), P10636. Potency, µM (top dose mostly 57.4 µM), inactives show top-dose activity, negative = inhibition, actives largely listed as inhibitors. 270,000 tested, 2.1% active; further: on the % scale 0 is the no-effect control and ±100 the full control effect; nearly all actives have a fitted effect of over 55% in size
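ThT emission at 510 nm, taken 1 hr after adding 30 uM dye, quantifies aggregates formed when 20 uM heparin acts on human tau K18 P301L for 6 hr at 37 C.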
* marks the source's active call; other numbers are inactive results; ? = inconclusive; . = not tested or not shown; & = joins results of further samples; [ ] = another dose, or the depositor's remark. Unless noted, the call rests on the fitted dose curve; in most records, active means well fitted curve in the direction sought with a large enough effect; inconclusive means small, poorly fitted or top-dose-only effect, or another doubt; inactive means no such curve, though single readings can be large; an effect the other way counts as inactive or inconclusive. Potency means the concentration at half of the fitted maximal effect. These rows are one share of the data; the hit share may differ from the screen's.

SMILES	KDM4E inh	HTT aggregate	HTT cytoprotect	ALDH1A1 block	Tau FP inhib	Tau fluor counter	SMN2 splice enh	Tau fibril ThT
Cc1ccc(N2C(=O)c3ccc(N)cc3C2=O)cc1C	-5.3%	-6.0%	-9.7%	?	-9.1%	-13.7%	13.8%	-6.3%
CCc1c(C)nc2nncn2c1Nc1ccc(C(C)C)cc1	.	.	.	.	2.9%	3.8%	-24.0%	-4.1%
Cc1ccc(NC(=O)c2ccc3oc(=O)c(S(=O)(=O)c4ccccc4)cc3c2)cc1C	.	.	.	.	-10.4%	-4.2%	-1.8%	3.6%
O=C(OCc1nc2scc(-c3ccccc3)c2c(=O)[nH]1)c1cccc([N+](=O)[O-])c1	0.0%	-15.4%	-2.7%[10 µM]	?	8.7%	?	.	-13.1%
CCCOc1nc(SCCC)nc2c1cnn2-c1ccccc1	0.5%	5.7%[9.22 µM]	-2.6%[10 µM]	.	-13.9%	-10.3%	.	-8.1%
COc1ccc(Cc2nnc(SCC(=O)c3cccc([N+](=O)[O-])c3)n2C)cc1	3.1%	-6.7%	-16.3%	?	3.0%	-15.4%	-19.4%	-14.8%
CC1=CCC2C(=O)N(C(C)c3ccccc3)C(=O)C2C1 (stereo unspecified)	-8.9%	5.3%	7.3%	9.9%	4.6%	-4.2%	1.3%	-4.7%
O=c1oc(-c2cc3ccccc3o2)nc2sc3c(c12)CCCC3	0.0%	-0.6%	-19.3%	2.4%	-7.9%	-16.1%	?	?
Cn1c(=O)c2c(nc(CN3CCc4ccccc4C3)n2Cc2ccccc2)n(C)c1=O	?	-12.6%	-12.5%[10 µM]	?	-1.8%	-4.4%	-39.3%[inhibitor]	-10.6%
O=C(COc1ccc(S(=O)(=O)N2CCOCC2)cc1)NC1CCCC1	7.7%	-8.8%	11.7%[10 µM]	-5.1%	-2.7%	2.4%	-7.7%	0.2%
COc1ccc(C)cc1S(=O)(=O)N(CC(=O)O)c1ccc(C)cc1	5.7%	6.6%	0.8%[0.074 µM]	-0.2%	-0.9%	6.7%	0.9%	6.6%
CC(C)CCNC(=O)NC(=O)COC(=O)CNC(=O)C1CCCCC1	0.8%	1.6%	3.8%[10 µM]	5.6%	7.8%	5.2%	-4.7%	-1.1%
O=C(NC1CCCc2ccccc21)C1CCCO1 (stereo unspecified)	1.2%	2.4%	20.8%	-4.6%	1.4%	6.9%	17.1%	-1.3%
O=C1OCCN1CCN(CN1C(=O)CCC1=O)CN1C(=O)CCC1=O	153.4%[activator]	-5.5%	-29.1%	3.1%	-5.7%	2.6%	-0.6%	0.8%
COc1ccc(Cn2c(=O)[nH]c3cc(C(=O)N4CCN(Cc5ccccc5)CC4)ccc3c2=O)cc1	-0.9%	?	-88.0%[inhibitor]	?	-8.3%	-25.6%	-50.8%[inhibitor]	-21.7%
Cc1cc(S(=O)(=O)Nc2ccc3oc4c(c3c2)CCCC4)ccc1Cl	.	.	.	.	?	?	-39.0%[inhibitor]	-3.6%
CC1CCN(C(=O)Cn2c(=O)n(-c3ccc(F)cc3)c(=O)c3sccc32)CC1	-3.0%	-13.0%	-18.0%	2.2%	2.3%	-3.7%	-25.9%	-13.7%
Cc1cccc(OCC(=O)N2CCN(c3nnc(-c4ccccc4)c4ccccc34)CC2)c1	1.0%	4.7%[9.22 µM]	14.2%[10 µM]	18.4%	-0.9%	-8.0%	.	?
Cc1n[nH]c(C)c1S(=O)(=O)N1CCCC(C(=O)Nc2ccc(Cl)cc2)C1 (stereo unspecified)	.	.	.	.	-0.4%	-7.3%	-55.8%[inhibitor]	1.3%
CC(C)(C)C(=O)Nc1cccc(C(=O)Nc2cc(C(=O)O)cc(C(=O)O)c2)c1	3.2%	-6.4%	.	11.3%	-1.7%	1.6%	11.2%	-2.4%
O=C(Nc1ccc(S(=O)(=O)Nc2nccs2)cc1)c1cccc(S(=O)(=O)N2CCOCC2)c1	-2.8%	-12.4%[9.22 µM]	9.6%[10 µM]	.	2.6%	?	.	.
O=C(COC(=O)c1ccncc1)Nc1cccc(Cl)c1	-4.9%	19.4%	0.9%	-9.3%	-1.3%	-25.0%	-13.8%	?
Cc1[nH]c(=O)[nH]c(=O)c1S(=O)(=O)N1CCCC(C(=O)NCCc2ccccc2)C1 (stereo unspecified)	6.7%	4.6%	7.6%	5.6%	1.7%	-3.0%	-14.8%	-7.6%
COC(=O)c1ccc(C2c3c(oc4cc(C)c(C)cc4c3=O)C(=O)N2CCCN(C)C)cc1 (stereo unspecified)	?	10.5%[9.22 µM]	-0.2%[10 µM]	?	-2.6%	-2.7%	.	-12.4%
c1cc2c(nn1)CCc1nonc1-2	4.4%	23.0%	8.9%	1.4%	13.6%	3.2%	0.9%	-2.5%
FC(F)(F)c1cnc(NNC(=S)Nc2ccccc2Cl)c(Cl)c1	-9.9%	22.4µM*	27.4%[10 µM]	1.5µM*	?	?	.	?
COC(=O)c1cc(NC(=O)c2cccc(C(F)(F)F)c2)c(=O)oc1C	-17.2%	8.5%	4.3%	-7.7%	-1.4%	-5.0%	7.8%	-11.9%
Cc1ccc(C(=O)O)cc1NC(=S)NC(=O)C(c1ccccc1)c1ccccc1	0.3%	-14.3%	12.5%	?	2.5%	-2.7%	6.3%	3.3%
O=C(CNC(=O)c1ccccc1Cl)Nc1ccc(F)cc1	-2.6%	6.3%	-9.1%[10 µM]	-7.0%	7.2%	5.1%	?	6.4%
N#Cc1nc(-c2ccc(OCc3ccccc3)cc2)oc1N1CCC(C(N)=O)CC1	?	-13.5%	-40.1%[inhibitor]	?	-5.2%	-19.5%	-35.4%[inhibitor]	-9.9%
O=C(COc1ccccc1)NNC(=O)c1cc2ccccc2oc1=O	?	-16.2%	-3.5%[10 µM]	?	5.3%	-1.5%	14.0%	-14.5%
C/C(N)=C(/C#N)C(=O)COC(=O)c1cc2c(s1)CCC(C)C2 (stereo unspecified)	-10.3%	3.9%	-26.0%[10 µM]	-3.2%	-7.6%	-25.3%	20.5%	5.8%
CC(C)Oc1ccc(C(=O)Nc2nnc(SCC(=O)N3CCOCC3)s2)cc1	4.0%	-12.5%	-96.3%[inhibitor][10 µM]	-2.2%	-1.8%	-8.8%	1.41µM*	-9.7%
COC(=O)c1c(NC(=O)CN2CCC(C)CC2)c2c(C)cccc2n1C	-4.2%	-5.2%	-8.9%	3.7%	-1.1%	3.5%	2.4%	-6.2%
O=C(CC1NCCc2ccccc21)Nc1ccc(Oc2ccccc2)cc1 (stereo unspecified)	8.4%	?	-5.6%[10 µM]	-9.5%	-2.2%	-21.2%	-35.2%[inhibitor]	?
COc1ccc(/C=N/NC(=O)CNC(=O)c2ccc(S(=O)(=O)N3CCOCC3)cc2)cc1OC	3.8%	11.9%	12.7%[10 µM]	?	3.6%	-0.6%	-0.9%	0.2%
COc1ccc(CNC(=O)Cc2c(C)c3c(cc(C)c4c(C)c(C)oc43)oc2=O)cc1	.	.	.	.	2.3%	0.1%	3.6%	4.1%
CC(=O)O[C@H]1C[C@@]2(C)[C@@H](C[C@@H](O)[C@H]3[C@@]4(C)CC[C@@H](O)[C@@H](C)C4CC[C@@]32C)/C1=C(\CCC=C(C)C)C(=O)O (stereo partly specified)	6.1%	?	.	0.6%	11.2%	-13.2%	-0.9%	?
CCOc1ccc(S(=O)(=O)Oc2ccc3ccccc3c2)cc1	5.4%	-11.4%	-3.1%[10 µM]	-1.8%	-13.3%	-27.5%	-6.9%	-12.1%
CCN(CC)CCCNC(=O)CCC(=O)NNc1nc2ccccc2c2nc(C)nn12	?	-17.9%	-21.0%	-1.4%	-7.9%&1.0%	-6.5%&13.3%	-11.1%&-5.3%	-16.9%&19.9%

3 entries from above, arranged by the number in HTT aggregate, ascending:
SMILES | HTT aggregate
CC(C)Oc1ccc(C(=O)Nc2nnc(SCC(=O)N3CCOCC3)s2)cc1 | -12.5%
C/C(N)=C(/C#N)C(=O)COC(=O)c1cc2c(s1)CCC(C)C2 (stereo unspecified) | 3.9%
COc1ccc(/C=N/NC(=O)CNC(=O)c2ccc(S(=O)(=O)N3CCOCC3)cc2)cc1OC | 11.9%

Next results follow.
SMILES	KDM4E inh	HTT aggregate	HTT cytoprotect	ALDH1A1 block	Tau FP inhib	Tau fluor counter	SMN2 splice enh	Tau fibril ThT
CCOC(=O)CCN1C(=O)[C@H]2[C@H]3[C@H](O)[C@H](O)C/C(=N/OC/C=C(\C)CCC=C(C)C)[C@@H]3CC[C@@H]2C1=O	.	.	3.9%[10 µM]	6.8%[13.5 µM]	-3.3%[11.6 µM]	-0.9%[11.6 µM]	.	-3.5%[11.5 µM]
O=C(CSc1nnc(NCc2ccccc2)s1)c1ccco1	1.5%	7.2%	3.0%[10 µM]	-0.1%	-1.2%	0.2%	9.2%	0.2%
Nc1nnc(Cc2c[nH]c3ccccc23)s1	-0.3%	-1.0%	1.0%[10 µM]	-3.4%	7.8%	-25.5%	-2.4%	?
Cc1nc(N)sc1-c1csc(Nc2ccccn2)n1	?	-6.9%	-4.2%	?	?	14.1µM*[quencher]	8.91µM*	12.6µM*
c1ccc(-c2noc(-c3ccccc3-c3ccccc3)n2)cc1	-5.1%	6.8%	-7.0%	-4.3%	-7.0%	-17.9%	-11.0%	-4.8%
Cc1nc2ccc(NC(=O)c3ccc(N4C(=O)CCC4=O)cc3)cc2s1	-6.5%	21.0%	-36.9%[inhibitor]	-5.1%	-5.8%	0.3%	6.2%	7.1%
CCN1CCOC(=O)C1CC(=O)Nc1ccc(Br)cc1 (stereo unspecified)	.	.	.	.	2.0%	-3.3%	4.3%	?
COC1=C/C(=C/c2c(N)n3c(nc2=O)sc2cc(S(C)(=O)=O)ccc23)C=CC1=O	-14.0%	15.4%[9.22 µM]	7.4%[10 µM]	.	6.7%	-18.6%	.	?
CSc1nc(C)cc(Oc2ccc(OCCOc3ccccc3)nn2)n1	3.0%	13.9%	-4.6%	9.7%	-5.6%	-12.3%	0.2%	-4.3%
